TWEAK Fn14 block: inhibitors of TWEAK-Fn14 signaling, primary screen, luciferase reporter cells, uHTS. AID 1159606, 2016. TWEAK-stimulated Fn14 reporter cells, luciferase luminescence, 8 h. inhibition, % at 10 µM. 360,000 tested, 2% active; in the data active means inhibition above about 50%
NCOA3 inh: SRC3 coactivator transcriptional activity inhibitors, primary screen, cell-based, luminescence | Nuclear receptor coactivator 3 (Homo sapiens), Q9Y6Q9 | HEK293 GAL4-SRC3 luciferase reporter | inhibition, % at 3.6 µM | 360,000 tested, 0.17% active;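 active means inhibition above a per-campaign cutoff, the mean of all compounds plus 3 SD, cut at about 60% in these data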;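 further: 0% = DMSO-treated cells and 100% = gossypol-treated cells at 36 µM; higher means less SRC3-driven luciferase light from the GAL4 reporter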
C8 TRAIL sens: viability loss with TRAIL in NB7+C8 cells, primary screen, TRAIL sensitizer project, cell-based, ATPlite luminescence | inhibition (viability loss, TRAIL sensitization), % at 10 µM | 360,000 tested, 1% active;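 active means compounds causing at least 50% loss of cell viability in the single-dose screen, relative to plate controls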
SRC1 inh: SRC1 coactivator transcriptional activity inhibitors, primary screen, cell-based, luminescence; Nuclear receptor coactivator 1 (Homo sapiens), Q15788; HEK293 GAL4-SRC1 luciferase reporter; inhibition, % at 3.6 µM; 360,000 tested, 0.12% active;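 active means inhibition above the campaign mean plus 3 SD, with each screening campaign given its own cutoff, cut at about 60% in these data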;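 further: 0% = DMSO treated cells and 100% = gossypol at 36 µM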
Target sequence (Q15788 whole entry, looked up, the tested form may be a part): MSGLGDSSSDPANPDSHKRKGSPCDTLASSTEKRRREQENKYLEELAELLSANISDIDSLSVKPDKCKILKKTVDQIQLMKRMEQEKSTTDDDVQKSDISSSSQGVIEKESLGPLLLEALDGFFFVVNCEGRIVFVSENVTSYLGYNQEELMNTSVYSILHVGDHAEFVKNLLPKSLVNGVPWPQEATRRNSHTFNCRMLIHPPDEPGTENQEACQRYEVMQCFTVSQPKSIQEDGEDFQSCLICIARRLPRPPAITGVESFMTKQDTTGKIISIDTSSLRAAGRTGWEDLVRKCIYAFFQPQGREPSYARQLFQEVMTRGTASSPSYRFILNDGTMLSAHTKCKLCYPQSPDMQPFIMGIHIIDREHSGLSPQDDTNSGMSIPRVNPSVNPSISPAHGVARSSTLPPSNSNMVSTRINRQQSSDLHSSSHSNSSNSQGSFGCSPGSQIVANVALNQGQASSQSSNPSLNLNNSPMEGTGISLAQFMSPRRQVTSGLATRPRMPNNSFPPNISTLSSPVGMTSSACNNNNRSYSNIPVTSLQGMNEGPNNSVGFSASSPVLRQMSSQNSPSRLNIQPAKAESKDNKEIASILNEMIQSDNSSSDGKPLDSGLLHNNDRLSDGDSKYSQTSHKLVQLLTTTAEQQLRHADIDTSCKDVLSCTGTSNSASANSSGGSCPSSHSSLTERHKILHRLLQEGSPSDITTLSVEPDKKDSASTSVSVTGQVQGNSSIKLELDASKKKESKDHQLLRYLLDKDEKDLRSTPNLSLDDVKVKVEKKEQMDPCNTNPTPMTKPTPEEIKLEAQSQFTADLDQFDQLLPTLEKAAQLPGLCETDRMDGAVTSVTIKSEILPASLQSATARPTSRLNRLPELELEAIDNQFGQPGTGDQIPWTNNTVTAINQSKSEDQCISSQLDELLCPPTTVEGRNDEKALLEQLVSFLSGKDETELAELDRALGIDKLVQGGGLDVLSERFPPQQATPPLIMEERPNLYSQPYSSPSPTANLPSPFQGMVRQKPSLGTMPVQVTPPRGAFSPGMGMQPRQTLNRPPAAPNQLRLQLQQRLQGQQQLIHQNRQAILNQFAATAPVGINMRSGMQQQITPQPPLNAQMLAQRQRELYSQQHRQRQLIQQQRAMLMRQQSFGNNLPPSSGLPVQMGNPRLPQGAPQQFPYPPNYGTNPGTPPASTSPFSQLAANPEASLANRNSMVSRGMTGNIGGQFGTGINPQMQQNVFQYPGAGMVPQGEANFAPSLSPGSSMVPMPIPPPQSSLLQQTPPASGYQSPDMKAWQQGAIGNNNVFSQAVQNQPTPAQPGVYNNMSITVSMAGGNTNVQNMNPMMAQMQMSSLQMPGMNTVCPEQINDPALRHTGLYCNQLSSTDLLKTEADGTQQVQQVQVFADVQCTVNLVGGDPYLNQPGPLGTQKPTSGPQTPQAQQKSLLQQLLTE
KKLEB tox: cytotoxicity in KKLEB CF airway cells, primary screen, cytotoxicity control for CF NF-kB inhibitor project, cell-based, uHTS, fluorescence assay plates; KKLEB CF airway cells viability, ATPlite luminescence, overnight; hits give low values; cells stimulated with P. aeruginosa culture filtrate; activity change (cytotoxicity), % at 5 µM; AID 602141, 2011; 360,000 tested, 0.36% active;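 active means corrected activity change at or below -50% at 5 µM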
Shn3 inh set2: reduction of Shn3 3'UTR firefly luciferase signal, primary screen, Schnurri-3 inhibitor project, cell-based, Clone20 osteoblasts, set 2; 360,000 tested, 0.52% active; inhibition, % at 12.5 µM; Clone20 osteoblast Shn3 3'UTR firefly luciferase, 24 h;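 active means mean inhibition of at least 75% with every replicate also reaching 75%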;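 further: 0% = median of neutral control wells and 100% = pilot-screen positive control compound; some compounds past the cut are filed as inactive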
LRH-1 inv ag: LRH-1 (NR5A2) inverse agonists, primary screen, cell-based, luminescence, HEK293T, StAR-luciferase reporter; Nuclear receptor subfamily 5 group A member 2 (Homo sapiens), O00482; LRH-1 transfected, 24 h; inhibition, % at 3.6 µM; 360,000 tested, 0.13% active;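 active means inhibition above the mean inhibition of all tested compounds plus 3 SD, cut at about 73% in these data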;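 further: 0% = DMSO wells and 100% = reporter-only cells lacking LRH-1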
CF NFkB block: inhibitors of PAF-induced NF-kB signaling, primary screen, cell-based, GFP fluorescence, uHTS; AID 588850, 2011; 360,000 tested, 0.86% active; KKLEB NF-kB-GFP reporter, GFP fluorescence overnight; inhibition, % at 5 µM;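 active means at least 50% inhibition at 5 µM, scaled per plate between neutral and stimulator controls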;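 further: PAF is a Pseudomonas aeruginosa culture filtrate used as stimulus; plate controls were PAF-stimulated DMSO wells for no effect and unstimulated DMSO wells for full effect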
EBV LMP1 NFkB: EBV LMP1-driven NF-kappaB luciferase reporter inhibitors, primary screen, cell-based, luminescence, single point | 350,000 tested, 0.69% active | inhibition, % at 12.5 µM | LMP1-induced NF-kappaB luciferase reporter cells; in the data active means inhibition above about 41%;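 further: 0% = neutral control wells and 100% = reference inhibitor control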
TROY signal inh: inhibitors of TROY-driven NF-kB signaling, primary screen, Q293 LMP1-TROYcd cells, NF-kB luciferase, uHTS. Q293 LMP1-TROYcd NF-kB luciferase reporter, 4 h. inhibition, % at 10 µM. 360,000 tested, 0.98% active;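 active means compounds whose plate-normalised and pattern-corrected inhibition of the luciferase reporter signal at the single screening dose is 50% or more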
NR2F2 inh: NR2F2 transcriptional activity inhibitors, primary screen, cell-based, luciferase reporter, HEK293T, luminescence | COUP transcription factor 2 (Homo sapiens), P24468 | HEK293T NGFI-A luciferase reporter | inhibition, % at 8.6 µM | 370,000 tested, 0.7% active;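 active means inhibition above a per-plate cutoff, mean inhibition of test wells between control levels plus 3 SD, cut at about 38% in these data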;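 further: cells cotransfected with COUP-TFII expression vector driving the NGFI-A reporter; 0% = median of COUP-TF2 test wells and 100% = reporter-only cells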
Active calls of the source: *; . = not tested or not shown. This is a subset, so the mix of outcomes need not match the whole.

(1) C[C@H](CO)N1C[C@H](C)[C@@H](CN(C)Cc2ccc(Oc3ccccc3)cc2)Oc2ccc(NC(=O)Cn3cnnn3)cc2C1=O
(2) CCOC(=O)COc1cc2c(C(=O)OCC)c(C)oc2cc1Br
(3) CC(C)NC(=O)Nc1ccc2c(c1)C(=O)N([C@H](C)CO)C[C@H](C)[C@@H](CN(C)S(=O)(=O)c1ccccc1)OCCCC[C@@H](C)O2
(4) O=C(NCC1CCCO1)c1cc2ccccc2[nH]1 (stereo not given)
(5) COc1ccc(Br)cc1S(=O)(=O)Nc1ccc(Cl)cn1
compound no.,1,2,3,4,5
TWEAK Fn14 block,2.2,-4.6,8.0,11.0,19.7
NCOA3 inh,1.2,14.1,15.0,3.1,3.4
C8 TRAIL sens,-7.6,-2.6,-1.1,3.4,-6.9
SRC1 inh,1.9,2.2,3.5,-20.0,19.5
KKLEB tox,4.3,2.0,4.0,-2.4,0.4
Shn3 inh set2,4.1,20.2,-5.9,-10.7,-4.9
LRH-1 inv ag,-11.7,-11.6,-2.8,-27.8,12.0
CF NFkB block,7.7,-5.9,-4.3,11.5,1.6
EBV LMP1 NFkB,4.7,-1.5,-0.2,-4.7,-3.6
TROY signal inh,-15.7,-19.9,6.7,-20.5,-5.9
NR2F2 inh,-4.6,-1.2,-0.7,-13.1,-6.5

(6) CCC(CC)C1C(C#N)=C(N)Oc2n[nH]c(-c3ccccc3)c21 (stereo not given)
(7) COc1ccc(NC(=O)c2ccco2)cc1NC(=O)c1ccc(C)cc1
(8) Cc1cccc(C2c3[nH]c4ccccc4c3CCN2C(=O)c2cn(C)c3ccccc3c2=O)n1 (stereo not given)
(9) COc1ccc(CC(=O)OCn2nnc3ccccc3c2=O)cc1OC
(10) O=C(NCC1COCCO1)C1CCN(S(=O)(=O)c2ccccc2)CC1 (stereo not given)
compound no.,6,7,8,9,10
TWEAK Fn14 block,24.5,-11.6,3.7,-16.8,-16.4
NCOA3 inh,9.7,3.9,10.2,25.6,18.9
C8 TRAIL sens,32.1,-6.4,-3.2,-2.3,-11.9
SRC1 inh,9.0,-9.8,-9.2,-15.8,9.0
KKLEB tox,-15.6,11.3,0.7,-4.8,8.1
Shn3 inh set2,15.2,-56.9,21.5,14.6,-5.8
LRH-1 inv ag,-10.2,23.2,11.7,5.3,4.5
CF NFkB block,18.7,-13.9,10.0,3.6,-0.8
EBV LMP1 NFkB,3.0,-1.3,-2.9,-2.4,-9.9
TROY signal inh,23.3,-45.0,-1.1,8.1,-3.0
NR2F2 inh,20.6,-0.3,-12.7,-20.5,6.0

Some of the entries so far, with two lines to a compound.
Each structure is followed by: TWEAK Fn14 block	NCOA3 inh	C8 TRAIL sens	SRC1 inh	KKLEB tox	Shn3 inh set2	LRH-1 inv ag	CF NFkB block	EBV LMP1 NFkB	TROY signal inh	NR2F2 inh
1: C[C@H](CO)N1C[C@H](C)[C@@H](CN(C)Cc2ccc(Oc3ccccc3)cc2)Oc2ccc(NC(=O)Cn3cnnn3)cc2C1=O
 : 2.2	1.2	-7.6	1.9	4.3	4.1	-11.7	7.7	4.7	-15.7	-4.6
2: CCOC(=O)COc1cc2c(C(=O)OCC)c(C)oc2cc1Br
 : -4.6	14.1	-2.6	2.2	2.0	20.2	-11.6	-5.9	-1.5	-19.9	-1.2
3: CC(C)NC(=O)Nc1ccc2c(c1)C(=O)N([C@H](C)CO)C[C@H](C)[C@@H](CN(C)S(=O)(=O)c1ccccc1)OCCCC[C@@H](C)O2
 : 8.0	15.0	-1.1	3.5	4.0	-5.9	-2.8	-4.3	-0.2	6.7	-0.7
4: O=C(NCC1CCCO1)c1cc2ccccc2[nH]1 (stereo not given)
 : 11.0	3.1	3.4	-20.0	-2.4	-10.7	-27.8	11.5	-4.7	-20.5	-13.1
5: COc1ccc(Br)cc1S(=O)(=O)Nc1ccc(Cl)cn1
 : 19.7	3.4	-6.9	19.5	0.4	-4.9	12.0	1.6	-3.6	-5.9	-6.5
6: CCC(CC)C1C(C#N)=C(N)Oc2n[nH]c(-c3ccccc3)c21 (stereo not given)
 : 24.5	9.7	32.1	9.0	-15.6	15.2	-10.2	18.7	3.0	23.3	20.6
7: COc1ccc(NC(=O)c2ccco2)cc1NC(=O)c1ccc(C)cc1
 : -11.6	3.9	-6.4	-9.8	11.3	-56.9	23.2	-13.9	-1.3	-45.0	-0.3
8: Cc1cccc(C2c3[nH]c4ccccc4c3CCN2C(=O)c2cn(C)c3ccccc3c2=O)n1 (stereo not given)
 : 3.7	10.2	-3.2	-9.2	0.7	21.5	11.7	10.0	-2.9	-1.1	-12.7
9: COc1ccc(CC(=O)OCn2nnc3ccccc3c2=O)cc1OC
 : -16.8	25.6	-2.3	-15.8	-4.8	14.6	5.3	3.6	-2.4	8.1	-20.5
10: O=C(NCC1COCCO1)C1CCN(S(=O)(=O)c2ccccc2)CC1 (stereo not given)
 : -16.4	18.9	-11.9	9.0	8.1	-5.8	4.5	-0.8	-9.9	-3.0	6.0

(cont.)
(11) COC(=O)C1=C(C)OC(N)=C(C#N)C1c1c(C)nn(C)c1C (stereo not given)
(12) CC(C)Oc1ccc(C(CC(=O)O)NC(=O)c2cccs2)cc1 (stereo not given)
(13) CCSc1nc2sccc2c(=O)n1-c1ccccc1
(14) CCc1ccccc1NC(=O)c1sc2nc(C)cc(C)c2c1N
(15) CC(=O)c1cccc(NC(=O)COC(=O)c2ccccc2C)c1
compound no.,11,12,13,14,15
TWEAK Fn14 block,3.4,18.3,15.9,-4.8,-18.2
NCOA3 inh,30.8,16.9,-9.4,-22.9,-69.5
C8 TRAIL sens,6.4,-4.2,-1.8,-0.6,-8.4
SRC1 inh,8.3,3.9,5.6,1.1,-51.8
KKLEB tox,-0.7,1.0,7.0,3.7,-1.5
Shn3 inh set2,-31.3,6.3,1.6,7.2,-122.9
LRH-1 inv ag,-9.4,-14.9,13.9,-6.6,-44.3
CF NFkB block,23.9,1.4,-11.7,15.8,3.2
EBV LMP1 NFkB,-5.2,2.2,5.0,2.6,-29.1
TROY signal inh,11.2,1.6,-5.5,-0.3,-65.8
NR2F2 inh,-15.7,12.8,-7.0,0.3,-45.6

(16) Cc1ccc(C(=O)c2cncc(Br)c2)cc1
(17) CCc1nc2c(OCC(=O)C(C)(C)C)cccn2c1N(C=O)CC(=O)N(C)C
(18) FC(F)C(F)(F)c1cc(-c2ccc(Cl)cc2)n[nH]1
(19) O=C(O)c1ccccc1CSc1nc2ccccc2o1
(20) O=C(Cn1nc(C(F)F)cc1C(F)F)NNC(=S)Nc1ccc(F)cc1
compound no.,16,17,18,19,20
TWEAK Fn14 block,24.9,0.0,-32.7,31.6,-22.1
NCOA3 inh,27.5,9.4,-19.5,-44.2,13.9
C8 TRAIL sens,10.5,6.4,7.4,-0.2,-4.9
SRC1 inh,24.3,5.2,-8.4,-100.9,17.7
KKLEB tox,-7.5,10.1,-0.7,-1.5,-2.9
Shn3 inh set2,-5.3,-2.7,-7.3,-60.8,17.2
LRH-1 inv ag,-7.6,11.0,-39.1,-104.8,-6.5
CF NFkB block,50.3*,-5.8,41.9,9.6,-7.6
EBV LMP1 NFkB,8.0,.,.,-22.5,-1.7
TROY signal inh,1.5,-6.0,-25.3,-48.8,7.5
NR2F2 inh,7.2,-5.3,15.5,-19.2,-6.9

(21) Cc1ccc(CNC(=O)/C(C#N)=C/c2ccc(C)s2)cc1
(22) O=C(CSc1nnc(NC(=O)c2c(F)cccc2F)s1)NC1CCCCC1
(23) COc1ccc(OC)c(S(=O)(=O)NCCc2ccccc2)c1
(24) COc1ccc(CNC(=O)[C@H](C)NC(=O)C2CCN(S(=O)(=O)c3ccccc3)CC2)cc1
compound no.,21,22,23,24
TWEAK Fn14 block,8.7,-5.8,-10.1,-7.6
NCOA3 inh,-2.3,-6.2,10.4,-12.3
C8 TRAIL sens,9.3,21.9,3.3,7.8
SRC1 inh,-15.7,-5.9,-11.7,-0.6
KKLEB tox,-3.5,4.3,0.2,11.9
Shn3 inh set2,-25.0,-9.1,-26.5,3.8
LRH-1 inv ag,-5.1,-16.0,-14.0,-9.6
CF NFkB block,-3.9,-11.4,14.4,-11.6
EBV LMP1 NFkB,-4.1,-0.4,-5.4,0.7
TROY signal inh,-37.7,-1.7,-18.7,14.8
NR2F2 inh,4.5,-4.5,-0.3,-14.5
